Assay outcomes from PubChem BioAssay.
CASP6 VEID inh = human caspase-6 inhibitors, primary screen, biochemical, VEID-R110 fluorescence, single point, set 2. 0.53% of 350,000 active. purified caspase-6, Z-VEID-R110 cleavage fluorescence. inhibition, % at 12.5 µM. P55212. AID 686996, 2013;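 active means mean inhibition across replicates at least about 35%, with every replicate also reaching that limit, limit read from the data; inconclusive means only one of the two criteria met; inactive means neither criterion met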;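 further: 0% = median of neutral control wells and 100% = no fluorescence left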
Target sequence (P55212 24-179 limits assumed): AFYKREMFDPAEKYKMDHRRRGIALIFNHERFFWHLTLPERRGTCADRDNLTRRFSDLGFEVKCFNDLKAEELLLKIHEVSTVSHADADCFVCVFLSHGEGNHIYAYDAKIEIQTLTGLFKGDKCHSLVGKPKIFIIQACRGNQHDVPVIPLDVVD
Target sequence (P55212 194-293 limits assumed): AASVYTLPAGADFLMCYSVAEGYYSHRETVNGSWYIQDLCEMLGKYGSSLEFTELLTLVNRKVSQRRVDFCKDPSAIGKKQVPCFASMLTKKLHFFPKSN
Statin myotox sup = suppressors of statin myotoxicity in C2C12 myotubes, primary screen, cell-based, single point, plate reader | C2C12 myotubes + simvastatin, ATP luminescence, 48 h; scaled: DMSO 0, geranylgeraniol control 100 | rescue of ATP level, % at 7.49 µM | 0.78% of 330,000 active | AID 602340, 2012;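 active means mean ATP rescue above about 67%, or every replicate alone reaching that limit, limit read from the data, passing the limit was not always enough; inconclusive means no clear call, values can overlap the other calls; inactive means mean under the limit and some replicate under it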;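 further: myotubes were challenged with 10 µM simvastatin during compound exposure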
esBAF inh = Bmi1 luciferase reporter increase in mESCs, primary screen, esBAF inhibitor project, mouse ES cells, Bmi1 luciferase knock-in, single point; AID 602393, 2012; 24 h; 100% = twice the neutral-well signal; 2% of 350,000 active; reporter increase, % at 12.5 µM; in the data active means activation above about 40%; inconclusive means no clear call, values can overlap the other calls;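 further: 0% = median of the plate's neutral control wells and 100% = double that signal; a rise in the Bmi1 reporter signal indicates esBAF inhibition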
S100A4 inh HTS = inhibitors of S100A4-myosin IIA peptide binding, primary screen, biochemical, fluorescence polarization, TAMRA-MyoIIA peptide | inhibition, % at 10.7 µM | Protein S100-A4 (Homo sapiens), P26447 | 0.14% of 360,000 active | AID 652163, 2013;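 active means mean inhibition of at least 70% across replicates, with every replicate also reaching that level; inconclusive means mean inhibition reaches 70% but some replicates fall short; inactive means mean inhibition below 70%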
Target sequence (P26447 whole entry, looked up): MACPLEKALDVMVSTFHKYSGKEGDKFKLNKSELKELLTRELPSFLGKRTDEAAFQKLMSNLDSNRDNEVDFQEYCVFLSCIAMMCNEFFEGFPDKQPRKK
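Material: S100A4 monomer protein / Buffer or medium: 50 mM HEPES pH 7.2, 10 mM CaCl2, 100 mM KCl / Times: 5 min incubation before reading / Benchmarks: neutral control DMSO, positive control TFP / Reagent: labelled myosin peptide probe, 5 nM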
LGR2 antag = inhibitors of bursicon-induced LGR2 CRE-luciferase signal, primary screen, cell-based, HEK293, CRE-luciferase reporter, bursicon stimulation | inhibition, % at 9.99 µM | 0.35% of 380,000 active | Drosophila bursicon receptor LGR2 (rickets) | bursicon-stimulated, 4 h;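 active means drop in luminescence signal, shown as inhibition above about 50% in the replicate tests, limit read from the data, passing the limit was not always enough; inconclusive means probably only some replicates passing the limit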;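 further: agonist challenge used bursicon conditioned medium at about half maximal strength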
FN deposition inh = inhibitors of fibronectin matrix deposition, primary screen, AH1F cells, Alexa488-fibronectin fluorescence, plate reader. AID 743247, 2014. AH1F fibroblasts, overnight. 0.086% of 350,000 active. inhibition, % at 12.6 µM;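 active means mean inhibition across replicates of 30% or more, regardless of how many single replicates reach that level; inconclusive means mean under 30% yet at least half of replicates reach 30%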;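 further: positive control wells lacked labelled fibronectin entirely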
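Assay system: AH1F fibroblast monolayer, labelled fibronectin deposition. Amount: 10000 cells per well. Also added: labelled fibronectin 24 nM. Compound: single-point pinned compound. Incubation: cell attachment 1 h, compound and FN exposure overnight. Detection: fluorescence after three HBSS washes, excitation 485 nm, emission 525 nm. Read-out: inhibition of fibronectin deposition signal.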
SIRT5 block = SIRT5 desuccinylase inhibitors, primary screen, biochemical, fluorescence imaging, single point, set 5 | Purified SirT5, succinyl-peptide AMC, trypsin-coupled fluorescence | NAD-dependent protein deacylase sirtuin-5, mitochondrial (Homo sapiens), Q9NXA8 | inhibition, % at 15 µM | 1.1% of 330,000 active; in the data active means inhibition above about 15%; inconclusive means no clear call, values can overlap the other calls
Target sequence (Q9NXA8 whole entry, looked up): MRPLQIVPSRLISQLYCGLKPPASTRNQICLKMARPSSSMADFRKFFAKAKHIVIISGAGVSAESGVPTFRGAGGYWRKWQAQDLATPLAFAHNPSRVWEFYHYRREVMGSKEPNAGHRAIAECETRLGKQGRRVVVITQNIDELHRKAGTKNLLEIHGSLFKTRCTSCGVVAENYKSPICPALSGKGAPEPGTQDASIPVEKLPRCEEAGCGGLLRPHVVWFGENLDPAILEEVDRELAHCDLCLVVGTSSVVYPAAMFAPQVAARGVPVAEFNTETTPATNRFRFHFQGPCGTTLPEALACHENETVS
* hit, by the source's call; ? = inconclusive; / = no result given.

SMILES | CASP6 VEID inh | Statin myotox sup | esBAF inh | S100A4 inh HTS | LGR2 antag | FN deposition inh | SIRT5 block
O=C(COc1ccccc1)NC(=S)N1CCc2ccccc21 | -1.4 | / | / | -0.3 | / | -4.4 | 0.0
CCOC(=O)C1CCN(c2cc(=O)n(Cc3ccc(F)cc3)c(=O)[nH]2)CC1 | -0.2 | -5.4 | -10.9 | -1.7 | -15.2 | 4.3 | -3.4
[O-][n+]1c2c(c3c4non(O)c4ccc31)CCCC2 | 16.0 | / | / | -1.6 | 10.3 | / | 4.6
COC(=O)c1cccc(NC(=O)c2cccc(OC)c2)c1 | / | -29.5 | 60.7* | / | / | 1.2 | /
CCOC(=O)C1=CCN(S(=O)(=O)c2ccc(Cl)cc2)C1c1ccc(Cl)c(Cl)c1 (stereo not given) | -0.7 | / | / | -2.8 | 36.3 | 1.6 | -2.5
CCN1C[C@@H]2[C@@H]3C(=O)N(C)C(=O)[C@@H]3[C@](Cc3ccccc3)(C(=O)OC)N2C1=NC1CCCCC1 | -1.9 | 12.6 | 2.0 | 2.0 | 2.6 | 0.0 | -7.2
Cc1ccc(S(=O)(=O)Nc2ccc3c(c2)C(=O)N([C@@H](C)CO)C[C@@H](C)[C@H](CN(C)Cc2ccc(C(=O)Nc4ccccc4N)cc2)O3)cc1 | 0.4 | / | / | -1.5 | 10.0 | / | 6.1
C/C(=N/NC(=O)c1ccc(Br)o1)C(C)C | -1.3 | / | / | 3.5 | -1.2 | -3.2 | -1.9
CCCc1nc2oc3c(OC)ncnc3c2c2c1COC(C)(C)C2 | -3.7 | -5.0 | -12.1 | -2.7 | -6.1 | / | -0.2
C=CC[C@@H](CC(=O)N[C@@H](CO)Cc1ccccc1)C(=O)N[C@H](COC(=O)[C@H](CC=C)CC(=O)OC(C)(C)C)Cc1ccccc1 | / | / | / | -10.0 | -0.8 | -3.4 | /
O=C(CSc1nc(-c2ccccc2)cc(=O)[nH]1)Nc1ccc(Br)cc1 | 3.3 | 1.1 | -6.7 | -2.6 | -14.2 | -3.1 | -1.1
C[C@@H]1CN([C@H](C)CO)C(=O)c2cc(C#Cc3ccccc3F)cnc2O[C@@H]1CN(C)C(=O)C1CCCCC1 | -0.8 | 8.8 | 1.4 | 18.7 | 2.2 | / | 1.7
CN(C)c1nc(N)c(C#N)c(C#N)c1C#N | 1.5 | / | / | 9.9 | 14.9 | / | /
OC[C@@H]1[C@H](c2ccccc2)C2(CN(Cc3nccs3)C2)N1Cc1cccnc1 | 1.4 | / | / | 2.5 | 17.0 | / | 19.7*
OCC1(Cc2cccc(Cl)c2)CCCN(Cc2cnn(-c3ccccc3)c2)C1 (stereo not given) | -1.5 | -4.1 | 10.9 | -9.2 | 4.5 | -2.2 | -1.9
Cc1cnn(Cc2cccnc2)c1N | 1.2 | -32.2 | -2.9 | ? | -5.5 | -20.6 | -1.7
COc1cc(O)c(CCC(=O)c2ccc(OC)c(OC)c2)c(OC)c1 | 2.1 | -4.5 | -4.2 | 35.6 | -12.8 | 18.8 | 2.9
C=CCN(Cc1ccco1)S(=O)(=O)c1ccc(Cl)cc1 | -1.4 | -2.3 | -5.4 | -10.6 | -15.3 | -14.3 | -8.5
CC(=O)c1cccc(NC(=O)c2cc(-c3ccc(C)cc3)on2)c1 | / | -7.5 | 38.5 | / | / | -3.7 | /
Cc1cccn2c(=O)c(/C=C(\C#N)C(N)=O)c(N3CCN(c4cccc(Cl)c4)CC3)nc12 | 1.3 | 9.7 | 3.8 | -4.0 | 9.7 | 9.6 | -0.1
C[C@H]1CN([C@@H](C)CO)C(=O)Cc2cc(NC(=O)C3CC3)ccc2O[C@@H]1CN(C)Cc1ccc(-c2ccccc2)cc1 | / | 37.2 | -5.5 | -2.3 | 15.8 | / | 10.9
CN(C(=S)NC(=O)c1ccccc1)c1c(N)n(Cc2ccccc2)c(=O)[nH]c1=O | -0.9 | 6.1 | -6.9 | -1.8 | 4.3 | -6.8 | -1.2
CCC(=O)N(C)C[C@@H]1Oc2cc(C#CC3CC3)ccc2S(=O)(=O)N([C@H](C)CO)C[C@H]1C | 0.0 | 34.8 | 3.5 | -3.1 | 1.1 | / | -1.8
C[C@H]1CN([C@@H](C)CO)C(=O)c2cc(NC(=O)CCCN(C)C)ccc2O[C@H]1CN(C)C(=O)NC1CCCCC1 | 0.6 | -24.3 | -3.3 | 10.0 | -6.4 | 0.5 | 1.0
COc1cccc(S(=O)(=O)Nc2ccc3c(c2)[C@H]2C[C@H](CC(=O)NCc4ccccc4F)O[C@@H](CO)[C@H]2O3)c1 | 1.0 | 3.8 | -1.2 | 5.9 | 4.0 | / | -1.3
O=C(NCCC(=O)N1CCC2(CC1)NCCc1[nH]cnc12)c1ccc(Br)cc1 | -0.9 | 1.9 | -0.2 | -2.8 | 28.3 | -30.6 | 1.3
COc1ccc(C(=O)OCC(=O)N2CCc3ccccc32)cc1S(=O)(=O)N1CCOCC1 | 4.6 | / | / | -1.8 | -15.8 | / | /
C[C@@H]1CCCCO[C@@H](CN(C)C(=O)CCCN(C)C)[C@H](C)CN([C@@H](C)CO)C(=O)c2cc(NS(C)(=O)=O)ccc2O1 | -0.7 | 5.6 | -2.2 | 8.8 | 5.2 | / | 0.6
Cc1ccccc1-c1cnc2c(c1)C(=O)N([C@@H](C)CO)C[C@H](C)[C@@H](CN(C)C(=O)c1cccnc1)O2 | -0.2 | -5.4 | -1.4 | 9.8 | 3.4 | / | 3.5
COCCNC(=O)C[C@@H]1CC[C@@H]2[C@H](COC[C@@H](O)CN2C(=O)c2cc(Cl)cc(Cl)c2)O1 | 2.8 | 7.1 | -5.0 | -3.5 | -16.8 | -6.9 | 0.5
Cc1ccc(S(=O)(=O)N2CCOCC2)cc1C(=O)NCc1cccnc1 | -0.2 | 9.3 | -5.6 | -1.2 | -2.9 | / | 0.5
c1nc(NCCN2CCOCC2)c2sc3nc(N4CCOCC4)c4c(c3c2n1)CCC4 | -2.4 | -10.4 | -9.1 | -0.9 | -8.1 | / | 2.1
CCCCc1nnc(NC(=O)c2ccccc2OCc2c(C)noc2C)s1 | 5.8 | 39.5 | / | 2.5 | -10.5 | -0.2 | -8.2
C[C@H](CO)N1C[C@H](C)[C@H](CN(C)Cc2ccncc2)OCCCC[C@H](C)Oc2ccc(NC(=O)Nc3ccc(C(F)(F)F)cc3)cc2C1=O | -1.2 | / | -0.6 | 10.6 | -6.3 | / | 8.4
O=C1Nc2ccc(Br)cc2C1(O)Cc1ccccn1 (stereo not given) | 8.0 | 10.4 | -2.2 | 0.3 | -9.8 | / | -0.7
C[C@@H]1CN([C@H](C)CO)C(=O)Cc2cc(NC(=O)C3CCCCC3)ccc2O[C@H]1CN(C)S(=O)(=O)c1ccccc1 | 1.9 | 23.4 | -0.7 | 0.9 | -3.2 | / | 1.2
O=C(NCc1ccncc1)C1CCCN1S(=O)(=O)c1ccc(Cl)cc1 (stereo not given) | -0.6 | 8.1 | 6.2 | 3.2 | -0.8 | 2.3 | -3.2
CC(=O)Nc1ccc(NC(=S)NC(=O)C2CC2)cc1 | 0.7 | -4.7 | 6.2 | -2.0 | -25.8 | 7.2 | -0.6
COc1ccc(C(=O)CCc2ccc(OC)c(OC)c2)cc1 | -0.7 | / | / | 0.8 | -6.7 | -5.6 | -1.3
Fc1cccc(Cl)c1/C=N/Nc1ccccn1 | / | 30.3 | 55.7* | 2.7 | -29.0 | / | -2.6

Sorted by value in SIRT5 block (falling): some entries from above.
Structure	SIRT5 block
c1nc(NCCN2CCOCC2)c2sc3nc(N4CCOCC4)c4c(c3c2n1)CCC4	2.1
COc1ccc(C(=O)CCc2ccc(OC)c(OC)c2)cc1	-1.3
O=C(NCc1ccncc1)C1CCCN1S(=O)(=O)c1ccc(Cl)cc1 (stereo not given)	-3.2

The list continues.
SMILES | CASP6 VEID inh | Statin myotox sup | esBAF inh | S100A4 inh HTS | LGR2 antag | FN deposition inh | SIRT5 block
CC(=O)c1ccc(OCC(=O)NC2CCCCCC2)cc1 | 3.9 | -8.0 | -3.2 | -1.0 | 11.3 | -6.5 | -4.5
CCC(=O)NC(=S)Nc1ccc(NC(=O)c2ccco2)c(Cl)c1 | 0.7 | / | / | -2.2 | / | 2.2 | -1.6
COC(=O)Nc1nc(-c2ccc(F)cc2)c(C)s1 | 2.8 | 2.9 | 2.6 | -3.8 | -34.6 | 7.4 | -7.8
O=C(Nc1ccc(Cl)cc1)N[C@H]1CC[C@H](CCn2cc(Cc3ccccc3)nn2)O[C@H]1CO | 2.9 | -6.2 | 2.1 | -20.1 | 10.6 | / | -2.6
CCC1(c2ccccc2)NC(=O)N(CC(=O)Nc2cccnc2Cl)C1=O (stereo not given) | 4.1 | -9.8 | -3.5 | 0.8 | -12.3 | -2.9 | -1.8
C[C@H]1CN([C@@H](C)CO)C(=O)c2cc(-c3ccccc3)cnc2O[C@@H]1CN(C)C(=O)c1ccccn1 | -4.3 | 3.3 | -5.0 | -3.1 | -8.3 | / | -1.1
O=C(O)CSC(NC(=O)c1cccnc1)(C(F)(F)F)C(F)(F)F | / | 4.1 | 16.9 | / | / | -4.2 | /
COc1ccc(S(=O)(=O)Nc2ccc3c(c2)CC(=O)N([C@@H](C)CO)C[C@@H](C)[C@@H](CN(C)C(=O)Nc2cccc4ccccc24)O3)cc1 | -0.9 | 29.3 | 5.2 | -15.0 | 10.8 | -1.5 | 12.5
COc1ccc(C2SCC(=O)N2c2ccc(F)cc2)cc1 (stereo not given) | 0.2 | 12.8 | -5.9 | -2.2 | 4.1 | 6.8 | 1.5
CCc1oc(C(=O)O)cc1CN(CC)CC | -0.8 | -8.6 | 4.9 | -4.8 | -18.3 | 0.0 | -6.2
COc1ccc(NC(=O)N(C)C[C@H]2Oc3ccc(NC(=O)Nc4ccc(F)cc4)cc3CC(=O)N([C@H](C)CO)C[C@@H]2C)cc1 | -1.1 | -13.6 | 1.8 | -2.9 | 4.2 | / | -1.0
Cc1cc(C(=O)CSc2nnc(C3CC3)n2C2CC2)c(C)n1C(C)C | -2.0 | 3.6 | 0.2 | -4.8 | 2.1 | -22.3 | -2.5
Cc1csc(NC(=O)c2ccc(S(C)(=O)=O)cc2)n1 | 0.1 | / | / | -11.6 | -9.1 | / | 19.3*
CCOc1ccc(-c2cc(C(=O)OC)nc3c2c(=O)n(C)c(=O)n3C)cc1 | 1.5 | / | / | -20.3 | 4.5 | -0.4 | -14.7
CCCC(C(=O)NC1CCCC1)N(C(=O)Cn1nnc(-c2ccc(C)o2)n1)C1CCCC1 (stereo not given) | 4.1 | -2.8 | 8.6 | 8.2 | -5.4 | / | -5.6
COC(=O)c1nn(-c2cccc(Cl)c2)cc(OC)c1=O | -0.4 | 7.4 | -5.8 | -1.5 | -0.7 | 2.2 | -6.9

An excerpt; the hit share may differ from the screen's.
